Fh CTSL1 inh: blocks F. hepatica cathepsin L1 in PFM18AAP counter-screen. recombinant F. hepatica cathepsin L1, Z-Leu-Arg-MCA fluorescence. inhibition, % at 5.96 µM. actives 0.49% (n = 300,000). AID 1906;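 active = inhibition above the mean of all tested compounds plus 3 SD, set per screening campaign, cut at about 17% in these data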;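 note: 0% = plate median of test compound wells and 100% = 1 µM Z-Phe-Ala-diazomethylketone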
ZTA counter: blocks Epstein-Barr virus ZTA, an EBNA-1 counter-screen | ZTA-DNA binding, fluorescence polarization | P03206 | AID 2234 | inhibition, % at 11 µM | actives 0.15% (n = 320,000); in the data active = inhibition above about 33%
Target sequence (P03206 whole entry, looked up): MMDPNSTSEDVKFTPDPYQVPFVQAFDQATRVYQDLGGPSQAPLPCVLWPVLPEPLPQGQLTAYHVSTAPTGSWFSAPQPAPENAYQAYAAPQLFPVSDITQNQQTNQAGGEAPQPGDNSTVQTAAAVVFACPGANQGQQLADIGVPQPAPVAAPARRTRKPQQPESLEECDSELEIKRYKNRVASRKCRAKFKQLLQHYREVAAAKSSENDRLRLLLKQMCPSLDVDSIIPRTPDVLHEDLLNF
PP1 inh: PP1-alpha (human) inhibition in PP5 counter-screen; purified PP1alpha, OMFP fluorescence; inhibition, % at 6.7 µM; actives 0.9% (n = 320,000); P62136;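 active = inhibition above the mean inhibition of all tested compounds plus 3 SD, computed separately for each screening campaign, cut at about 15% in these data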
Target sequence (P62136 whole entry, looked up): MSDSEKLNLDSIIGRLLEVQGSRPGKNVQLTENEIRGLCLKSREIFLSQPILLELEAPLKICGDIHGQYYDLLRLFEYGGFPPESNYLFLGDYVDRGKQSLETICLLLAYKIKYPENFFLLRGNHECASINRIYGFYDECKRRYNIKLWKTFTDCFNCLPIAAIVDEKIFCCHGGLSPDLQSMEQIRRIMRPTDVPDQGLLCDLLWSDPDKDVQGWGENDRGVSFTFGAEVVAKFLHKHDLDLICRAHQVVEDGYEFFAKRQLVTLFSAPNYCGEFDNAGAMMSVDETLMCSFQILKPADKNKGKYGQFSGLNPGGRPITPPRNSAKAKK
Efflux pump mplx: blocks antifungal efflux pumps in multiplex yeast assay. S. cerevisiae Candida pump triplex, Nile Red efflux. inhibition, % at 10 µM. actives 0.44% (n = 330,000). AID 485275;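 active = plate passing quality check with inhibition over a set limit, or well fluorescence over plate mean plus 4 SD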;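 note: Nile Red retained in pooled yeast measured as flow cytometry median fluorescence; 0% = buffer negative control and 100% = Enniatin B positive control; higher means more Nile Red kept so more efflux inhibition; some compounds called inactive have numbers as strong as hits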
TPT1 inhibitor: inhibitors of Candida albicans tRNA 2'-phosphotransferase TPT1 | actives 0.81% (n = 300,000) | inhibition, % at 5 µM | recombinant caTPT1, FP RNA substrate dephosphorylation;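 active = inhibition above the mean of all tested compounds plus 3 SD, set per screening campaign, cut at about 24% in these data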;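 note: plate controls were DMSO alone for no effect and ferristatin control at 100 nM for full effect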
core dimer inh: blocks dimerization of HCV core protein; TR-FRET GST/Flag-core106 dimerization, 1536-well; inhibition, % at 5 µM; actives 0.33% (n = 300,000); AID 1899;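 active = inhibition above the mean of all tested compounds plus 3 SD, set per screening campaign, cut at about 45% in these data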
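Assay system – GST-tagged and Flag-tagged HCV core protein residues 1-106 · Quantity – core106 proteins, GST 13.5 nM and Flag 17 nM · Benchmarks – unlabelled core106 and no-GST-core106 wells · Read-out basis – percent inhibition of core106 dimerization signal · Detection – time-resolved FRET, ex 340 nm, em 617 and 671 nm · Schedule – 4 h at 22.5 °C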
PP5 primary: inhibitors of human protein phosphatase 5 (PP5). actives 0.18% (n = 320,000). purified PP5c, OMFP substrate fluorescence. inhibition, % at 6.7 µM. AID 1987. P53041;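 active = inhibition above the campaign's mean inhibition across all tested compounds plus 3 SD, cut at about 9.5% in these data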;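 note: 0% = DMSO only and 100% = 100 µM cantharidin control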
PREPL inh: inhibitors of human prolyl oligopeptidase-like enzyme PREPL; recombinant PREPL, fluorescence polarization activity-based probe; inhibition, % at 5.96 µM; actives 0.68% (n = 320,000); in the data active = inhibition above about 43%;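 note: 0% = enzyme with DMSO and 100% = wells lacking enzyme; many of its hits are not listed in these tables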
EBNA-1 inhibitor: blocks EBNA-1 binding to DNA; inhibition, % at 14.8 µM; EBNA-1 DNA binding, fluorescence polarization; AID 1950; actives 0.34% (n = 300,000); in the data active = inhibition above about 28%
Active calls of the source: *; / = no result given. Not all compounds are listed; the hit share may differ from the screen's.

Below each SMILES – TPT1 inhibitor, Fh CTSL1 inh, PREPL inh, ZTA counter, PP5 primary, core dimer inh, EBNA-1 inhibitor, PP1 inh, Efflux pump mplx
- O=C(c1ccc(N2CN(C(=O)c3ccco3)c3nc4ccccc4nc32)cc1)N1CCOCC1
→ -4, 8, 13, -14, 3.6, 5, -6, -1, 0.1
- O=c1oc(-c2ccco2)nc2sc3c(c12)CCCCC3
→ 3, 0, 41, 9, -1.3, 0, -10, -6, 0.4
- COc1cc(OC)cc(C(=O)N2CCN(Cc3ccc4c(c3)OCO4)CC2)c1
→ -2, 0, 13, -11, 1.4, 5, -5, 2, 0.0
- O=C(NCc1ccc2c(c1)OCO2)c1ccccc1Cl
→ -2, -1, 0, 10, -0.8, 2, -6, -4, 0.0
- CC1=NCCN1CCNC(=O)Nc1cc(C)cc(C)c1
→ 1, 2, 3, 10, -3.1, 3, 0, -5, 0.0
- CC(C)OC(=O)CC12CN3CC(CC(=O)OC(C)C)(CN(C1)C(=O)c1ccccc1C3=O)C2=O
→ 5, 1, 3, 2, 3.7, 3, 7, -4, 0.1
- O=C(CSc1nc(C2CC2)nc2ccccc12)N1c2ccccc2Sc2ccccc21
→ -3, 1, 14, -16, 1.5, 6, 7, 5, 0.5
- CCOC(=O)N1N=C(CC)CC1(O)C(F)(F)F (stereo not drawn)
→ 1, 4, -2, 8, 3.9, -2, 0, -1, -0.1
- COc1cccc(CNc2nc3ccccc3n2CCN2CCCCC2)c1
→ -1, -7, 33, -18, 1.8, -1, -12, 0, 0.0
- CC1CCN(c2ccc(NC(=O)Cc3ccccc3)cc2)CC1
→ -6, 4, 6, 0, 3.5, -2, -3, 3, 0.2

The list goes on; it opens with the 6 that closed the last part.
Below each SMILES – TPT1 inhibitor, Fh CTSL1 inh, PREPL inh, ZTA counter, PP5 primary, core dimer inh, EBNA-1 inhibitor, PP1 inh, Efflux pump mplx
- CC1=NCCN1CCNC(=O)Nc1cc(C)cc(C)c1
→ 1, 2, 3, 10, -3.1, 3, 0, -5, 0.0
- CC(C)OC(=O)CC12CN3CC(CC(=O)OC(C)C)(CN(C1)C(=O)c1ccccc1C3=O)C2=O
→ 5, 1, 3, 2, 3.7, 3, 7, -4, 0.1
- O=C(CSc1nc(C2CC2)nc2ccccc12)N1c2ccccc2Sc2ccccc21
→ -3, 1, 14, -16, 1.5, 6, 7, 5, 0.5
- CCOC(=O)N1N=C(CC)CC1(O)C(F)(F)F (stereo not drawn)
→ 1, 4, -2, 8, 3.9, -2, 0, -1, -0.1
- COc1cccc(CNc2nc3ccccc3n2CCN2CCCCC2)c1
→ -1, -7, 33, -18, 1.8, -1, -12, 0, 0.0
- CC1CCN(c2ccc(NC(=O)Cc3ccccc3)cc2)CC1
→ -6, 4, 6, 0, 3.5, -2, -3, 3, 0.2
- CCc1nc2ccccc2c(=O)n1/N=C/c1ccc(Cl)cc1
→ 1, 3, 10, -7, 0.5, -6, 9, -1, 0.0
- COc1ccc2nc(NC(=S)N(C)C)sc2c1
→ -2, 1, 3, -3, 4.3, -5, -8, -2, 0.0
- COc1cc(NS(=O)(=O)c2ccc(NC(=S)NC(=O)c3ccc(F)cc3)cc2)nc(OC)n1
→ 5, 2, 12, 9, 1.6, -12, -16, 3, 0.5
- O=C(CN(Cc1ccccc1F)S(=O)(=O)c1ccc(Cl)cc1)NCC1CCCO1 (stereo not drawn)
→ -1, -1, -10, 0, 0.5, 3, 0, 2, 0.1
- CN(C)S(=O)(=O)c1ccc(Cl)c(C(=O)NCc2ccco2)c1
→ -4, 5, 9, -1, 0.5, 1, -2, -2, 0.2
- COc1ccc(NC(=O)COC(=O)C2CC3C=CC2C3)cc1 (stereo not drawn)
→ -2, -8, 4, -2, -1.0, -2, -5, -4, 0.0
- CC(=O)Nc1ccc(S(=O)(=O)NCC(=O)OCc2ccccc2)cc1
→ 0, -17, 9, 2, 0.3, -14, 0, 2, 0.3
- Cc1ccc(N2C(=O)c3ccccc3NC2C(C)Cc2ccc3c(c2)OCO3)cc1 (stereo not drawn)
→ 2, -2, 5, 10, 3.6, 9, 0, 6, -0.1
- CSc1cccc(NC(=O)CNC(=O)C2CCCCC2)c1
→ 3, 1, 3, 10, 0.0, -6, 9, -2, -0.3
- CC1=C(C(=O)Nc2ccccc2)C(c2ccc(C)o2)n2c(s/c(=C/c3ccccc3)c2=O)=N1 (stereo not drawn)
→ 3, 2, 4, -1, 0.8, 22, 0, -1, 0.1
- Cc1ccc(CNC(=O)CN2CCN(Cc3ccc(Cl)cc3)C2=O)cc1
→ 3, -2, -5, 6, 1.9, -1, -3, 0, 0.1
- O=C(NCCN1C(=O)C2C3C=CC(C3)C2C1=O)NCc1ccccc1 (stereo not drawn)
→ -4, -4, -2, 4, -1.8, 1, 5, -4, 0.3
- Cc1ccc(-n2ncc3c(=O)n(CC(=O)Nc4cccc(Cl)c4)cnc32)cc1C
→ 0, 0, 0, -14, 2.9, 6, -7, 9, -0.1
- N/C(Cc1ccc([N+](=O)[O-])cc1)=N\OC(=O)Cc1ccccc1
→ 0, -9, 8, -10, 2.1, 11, -6, 1, 0.0
- Cc1ccc(-c2csc(Nc3ccccc3)[n+]2CCc2ccccc2)cc1
→ -3, 0, 7, -25, 2.2, -12, -4, 0, 0.8
- COc1ccc(CNC(=O)CNC(=O)[C@@H]2Cc3ccccc3CN2)cc1
→ 3, 0, -5, -7, -1.0, 1, 15, -4, -0.1
- O=C(Nc1cccnc1)C(Cc1ccccc1)n1cccc1 (stereo not drawn)
→ -3, -2, 6, -6, 2.5, 1, -14, 2, 0.4
- COc1ccc(NC(=S)NCCCCCC(=O)C[N+](=O)[O-])cc1
→ -1, 7, 11, -8, -6.5, 32, -4, 0, 0.1
- Cc1sc2ncn(CC(=O)Nc3ccccc3F)c(=O)c2c1-c1ccccc1
→ -1, -2, 17, -12, 0.4, -1, 12, 1, 0.1
- CCOc1ccc(-c2nc(C#N)c(N3CCOCC3)o2)cc1
→ 2, 4, 5, -4, -0.9, 8, -8, 0, 0.0
- Cn1nccc1C(=O)N1CCN(C23CC4CC(CC(C4)C2)C3)CC1
→ 3, 0, 2, -11, 3.8, 2, -6, -3, -0.2
- NC(=O)[C@@H]1CCCN1Cc1nc(Cc2ccccc2F)no1
→ -4, -3, -3, -2, -1.4, -2, -9, -4, 0.2
- CCOC(=O)C1(Cc2ccccc2)CCN(CC2CC=CCC2)CC1 (stereo not drawn)
→ -1, 6, -6, -5, -1.5, -2, -7, 0, 0.1
- O=C(NCC(=O)N(Cc1ccco1)C(C(=O)NC1CCCCC1)c1cccnc1)c1ccco1 (stereo not drawn)
→ -1, 2, 0, -5, -2.2, -1, -3, -9, -0.1
- Cc1ccc(C(=O)Nc2ccc(C(=O)N3CCCCC3C)cc2)cc1 (stereo not drawn)
→ 0, -2, 4, 2, -0.4, 1, -6, 1, 0.1
- O=C(CCCCCn1nnc2ccccc2c1=O)N[C@H](C(=O)O)c1ccccc1
→ 3, -3, -7, -3, 0.5, -2, 1, 0, 0.0
- COc1ccc(-c2nnc(Nc3ccc(OC)c(C(=O)N4CCCCC4)c3)c3ccccc23)cc1
→ -2, 4, 25, 4, 1.5, 12, -1, 5, -0.2
- CCOC(=O)C1(Cc2cccc(OC)c2)CCN(CCO)CC1
→ -8, 0, 3, -6, 3.1, -2, -2, -4, 0.0
- Cn1nc(C(C)(C)C)c([N+](=O)[O-])c1C(=O)N1CCOCC1
→ 1, 2, 6, 0, 0.9, -2, -7, -1, 0.0
- C=CCNC(=O)c1c(Cl)cnn1-c1ccc(C)cc1
→ -1, -3, -1, 4, 0.4, -1, 1, -1, 0.1
- O=C(O)c1cccnc1Oc1ccccc1
→ -1, 1, 6, 5, 3.3, -4, -1, 9, 0.2
- Cc1nc(Nc2ccc(C(=O)O)cc2)nc(Nc2ccc(C(=O)O)cc2)c1[N+](=O)[O-]
→ 1, 4, -5, 4, -0.1, 7, 9, 4, -0.1
- COc1ccc(CCNC(=O)CN2CCC(C(N)=O)CC2)cc1
→ -2, 0, -4, 9, 3.6, -9, -1, 5, -0.1
- O=c1[nH]cccc1-c1nc2ccccc2n1Cc1ccc(Cl)cc1
→ 0, -1, 4, -6, -0.2, 5, 9, 0, 0.0
- Cc1ccc(-c2nc(N/N=C/c3cccnc3)c3ccccc3n2)cc1
→ 4, 7, 10, 8, 6.1, -4, -9, 6, 0.1
- COc1ccc(CCNc2nc(-c3ccc(NC(C)=O)cc3)cs2)cc1OC
→ 3, 7, 6, 2, 3.2, -3, 2, 1, 0.4
- CCOC(=O)c1cc2c(=O)c3cc(C)ccc3oc2nc1C
→ 2, 3, 1, 9, 2.2, 1, 3, -2, -0.1
- O=c1cc(O)c2c(=O)n(Cc3ccccc3)c3ccccc3c2o1
→ 5, 2, -6, -12, -1.1, 0, 3, 29*, -0.1
- Cc1ccc(CNC(=O)c2cccc3c2C(=O)c2ccc(N4CCCCC4)cc2S3(=O)=O)cc1
→ /, /, 19, -12, -0.6, /, /, 13, -0.3
- Cc1c(C)c(C)c2[nH]c(-c3ccc4c(c3)OCO4)nc2c1C
→ -5, 1, 20, -14, 3.7, -7, 6, 6, 0.0
- Cc1ccc2c(c1)nnn2C1CCN(C(=O)c2cccs2)CC1
→ 2, -6, 12, 12, -1.5, 4, -2, 1, 0.2
- Cn1c(=O)c2c(nc(SCC(=O)c3ccc(F)cc3)n2C)n(C)c1=O
→ -5, -4, 30, -14, 0.2, -3, 1, -1, -0.2
- O=S(=O)(c1ccc(NC(=S)NN=C(C2CC2)C2CC2)cc1)N1CCOCC1
→ 0, -2, 17, 0, 0.3, 0, -4, 0, 0.1
- COc1cccc(NC(=O)CCNC(=O)Cn2ccc3ccccc3c2=O)c1
→ 1, -1, -2, 9, 1.5, -1, -13, -1, 0.1
- Cc1cccc(C)c1NC(=O)C1CCCN1C(=O)OC(C)(C)C (stereo not drawn)
→ -11, 6, 13, -12, -9.7, 2, -6, -9, -0.1
- O=C(COC(=O)CNS(=O)(=O)c1ccccc1)NC12CC3CC(CC(C3)C1)C2
→ -1, -36, 13, 6, 1.5, 2, -1, 1, 0.0
- CC1CCN(C(=O)C2CCN(S(=O)(=O)c3cnc[nH]3)CC2)CC1
→ -3, -7, 0, 2, 2.9, -10, -3, -9, 0.3
- CCC(=O)Nc1nc2ccccc2n1CCN(C)C
→ -3, -1, 1, 1, -1.4, -13, -8, -3, 0.0
- O=c1[nH]c(=S)n(-c2ccc(Br)cc2)c2ncccc12
→ 4, 0, 5, -3, 2.8, 2, 3, 0, -0.1

Compound activity (PubChem)
